High-throughput results deposited in PubChem by National Center for Advancing Translational Sciences (NCATS).
Nrf2 ARE act: activates Nrf2 signaling; AREc32 ARE-luciferase reporter (MCF7-derived line), luminescence, 24 h; Potency, µM (top dose mostly 46.1 µM), inactives show top-dose activation, actives largely listed as activators; actives 0.31% (n = 410,000); AID 624171; also: potency is read from the fitted curve at half-maximal effect; % of control where 0% means no effect; nearly all actives have a fitted effect of over 65% in size
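Steps: seed AREc32_Fluc cells (1000/well, 5% FBS OPTI-MEM); incubate overnight at 37 deg C; add 23 nL compound; incubate 24 hr; add Steady-Glo; hold 30 min RT; read luminescence.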
EPAC2 agonist: agonists of human EPAC2 (RAPGEF4) | EPAC2 activation, biochemical qHTS; response scale: 100% = 6.5 mM cAMP response | Potency, µM (highest dose often 154 µM), without a hit: top-dose activation, usual class: activators | actives 0.079% (n = 360,000) | AID 720711; also: potency is read from the fitted curve at half-maximal effect; nearly all actives have a fitted effect of over 50% in size
Target sequence (Q8WZA2 whole entry, looked up): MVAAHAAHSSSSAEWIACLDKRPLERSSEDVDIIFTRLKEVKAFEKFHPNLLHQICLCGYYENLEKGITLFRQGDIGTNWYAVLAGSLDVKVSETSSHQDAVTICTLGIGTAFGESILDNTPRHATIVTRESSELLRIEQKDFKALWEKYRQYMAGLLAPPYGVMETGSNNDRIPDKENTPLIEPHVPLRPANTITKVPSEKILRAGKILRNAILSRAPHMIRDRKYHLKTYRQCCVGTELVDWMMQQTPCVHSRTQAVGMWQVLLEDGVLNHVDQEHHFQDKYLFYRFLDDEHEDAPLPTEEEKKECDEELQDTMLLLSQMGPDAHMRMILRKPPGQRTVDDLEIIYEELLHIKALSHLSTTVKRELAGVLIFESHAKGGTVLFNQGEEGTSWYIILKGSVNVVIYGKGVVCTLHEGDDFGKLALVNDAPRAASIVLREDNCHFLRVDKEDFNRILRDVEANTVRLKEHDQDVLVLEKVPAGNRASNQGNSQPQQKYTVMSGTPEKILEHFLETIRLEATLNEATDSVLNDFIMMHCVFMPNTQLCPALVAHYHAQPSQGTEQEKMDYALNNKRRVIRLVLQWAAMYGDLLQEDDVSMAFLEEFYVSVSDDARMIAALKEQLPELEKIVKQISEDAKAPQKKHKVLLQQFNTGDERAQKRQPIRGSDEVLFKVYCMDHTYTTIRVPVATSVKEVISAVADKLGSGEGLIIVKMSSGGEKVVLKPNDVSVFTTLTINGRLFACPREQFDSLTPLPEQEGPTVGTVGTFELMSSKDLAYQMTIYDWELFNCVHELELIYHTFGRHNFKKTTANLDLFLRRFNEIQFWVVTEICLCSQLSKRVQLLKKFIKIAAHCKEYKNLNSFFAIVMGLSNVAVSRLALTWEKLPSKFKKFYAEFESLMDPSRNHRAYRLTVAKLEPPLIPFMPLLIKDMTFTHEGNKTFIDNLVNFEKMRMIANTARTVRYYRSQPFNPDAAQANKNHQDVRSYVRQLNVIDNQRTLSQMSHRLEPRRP
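Fluorescence exchange assay: 100 nM EPAC2 with 250 nM RAP1B-BODIPY-GDP and 50 uM GDP; compounds tested as a concentration-titration series (qHTS). Loss of Rap1-bound BODIPY-GDP fluorescence read at 480/540 nm; data normalized to 6.5 mM cAMP.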
S2 tox: cell viability loss in ATXN counter-screen; AID 651635; S2 cells (HEK-293 line with an ATXN2-luciferase reporter) viability, CellTiter-Fluor protease fluorescence, 24 h; Potency, µM (series often up to 56.7 µM), hits mostly cytotoxic; actives 0.49% (n = 400,000); also: potency is read from the fitted curve at half-maximal effect; nearly all actives have a fitted effect of over 40% in size
HepG2 viability: counter-screen for TGF-b inhibitors: cytotoxicity in HepG2 cells; HepG2 CAGA-GFP viability, ATP luminescence, 18 h; Potency, µM (titrated, usually from 46.1 µM), for the others: at the highest dose activity change, negative = cytotoxicity, hits mostly cytotoxic; actives 0.76% (n = 410,000); AID 588856; also: potency is read from the fitted curve at half-maximal effect; some results filed as inactive show a strong effect at the top dose
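HepG2 CAGA-GFP cells (1000/well, DMEM with 1% FBS) received compound, then TGF-beta at 500 pg/mL final, and were incubated 18 hours at 37 degrees C. Viability was read by CellTiter-Glo luminescence. Media-only wells were set as complete cell-killing and DMSO as no toxicity.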
A549 tox: A549 cytotoxicity, counter-screen for Nrf2 inhibitors | A549 ARE-Fluc cells, CellTiter-Fluor viability, 18-24 h | Potency, µM (titrated, usually from 46 µM), without a hit: at the top dose activity change, negative = cytotoxicity, hits mostly inhibitors | actives 0.16% (n = 390,000) | AID 504648; also: potency is read from the fitted curve at half-maximal effect; % is scaled to controls: 0 for no effect and ±100 for the full control effect
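Cytotoxicity counterscreen: CellTiter-Fluor fluorescence was measured in A549 ARE_Fluc cells after 18-24 h of compound exposure in a concentration series. The subsequent BugLite luminescent read reports ARE-luciferase activity.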
TGFb SMAD3 inh: blocks TGF-b signaling. HepG2 CAGA-GFP TGF-b/SMAD3 reporter, GFP fluorescence, 18 h; TGF-beta stimulated, 500 pg/mL final. Potency, µM (titrated, usually from 46.1 µM), without a hit: at the highest dose activity, negative = inhibition, most hits filed as inhibitors. actives 1.2% (n = 410,000). AID 588855; also: potency is read from the fitted curve at half-maximal effect; % is scaled to controls: 0 for no effect and ±100 for the full control effect; nearly all actives have a fitted effect of over 65% in size
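Read-out: total well GFP (ex488/em500-530) summed from mean per-cell fluorescence. Cells: HEPG2 CAGA-GFP, 1% FBS DMEM, 18 h at 37 degrees C with 500 pg/mL final TGF-beta. Unstimulated wells served as the full-inhibition control; stimulated DMSO wells = 0%.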
Nrf2 block: blocks Nrf2 signaling. Potency, µM (doses to about 46 µM), for inactives: at the top dose activity change, negative = inhibition, actives largely listed as inhibitors. actives 2.1% (n = 360,000). A549 ARE-Fluc reporter, luciferase luminescence, 18-24 h; also: potency is read from the fitted curve at half-maximal effect; % is scaled to controls: 0 for no effect and ±100 for the full control effect; nearly all actives have a fitted effect of over 60% in size
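Reporter: ARE-Fluc in A549. Exposure: 18-24 h, 37 °C, 5% CO2, 5% FBS OPTI-MEM. Readouts: fluorescent cytotoxicity (CellTiter-Fluor), then luminescent Nrf2 signal after BugLite.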
ATXN2 expr inh: reduces ATXN2 reporter expression in HEK-293 cells; HEK-293 ATXN2-luciferase reporter, luminescence, 24 h; AID 1745845; actives 0.72% (n = 360,000); Potency, µM (titrated, usually from 57 µM), for inactives: top-dose activity change, negative = inhibition, usual class: inhibitors; also: potency is read from the fitted curve at half-maximal effect; % is scaled to controls: 0 for no effect and ±100 for the full control effect; nearly all actives have a fitted effect of over 55% in size
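qHTS (up to 57 uM final) was run with 24 h compound exposure of reporter cells at 37 °C. Each well was multiplexed: SteadyGlo luminescence measured ATXN2-luciferase expression after a fluorogenic Gly-Phe-AFC viability readout (25 uM final).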
IL2 activator: activators of IL-2; IL-2 activation reporter assay, cell-based qHTS; stimulated with anti-CD3/CD4/CD28 beads; in transgenic mouse T cells; activation, % (series mostly up to about 46 µM); actives 0.065% (n = 360,000); in the data active = activation above about 50%; inconclusive = mostly about 30% to 49%; also: 0% is about no effect
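Quantitative HTS in unstimulated transgenic mouse T cells, with memory T cells as non-tolerant control and PMA/ionomycin as tolerance-bypass control. Compound pretreatment lasted 60 minutes before 18 h bead stimulation; EGFP/DsRed fluorescence read.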
The depositor's hits bear a star; i = inactive; ? = inconclusive; . = not tested or not shown; & = joins results of further samples; [ ] = another dose, or the depositor's remark. Unless noted, calls follow the shape of the dose curve; as a rule, active = well fitted curve in the direction sought with a large enough effect; inconclusive = small, poorly fitted or top-dose-only effect, or another doubt; inactive = no such curve, though single readings can be large; an effect the other way counts as inactive or inconclusive.

Molecule	Nrf2 ARE act	EPAC2 agonist	S2 tox	HepG2 viability	A549 tox	TGFb SMAD3 inh	Nrf2 block	ATXN2 expr inh	IL2 activator
COc1ccc(CCN2CC(C(=O)NCc3cc(C)on3)CCC2=O)cc1 (stereo not drawn)	-0.2%	-2.3%	i	0.2%	4.5%	0.5%	7.3%	3.4%	-2.3
CC(O)(c1ccccc1)c1nc(-c2ccc(Cl)cc2)cs1 (stereo not drawn)	-0.4%[9.22 µM]	25.1%	i	-29.2%	.	-20.8%	.	-9.5%	-0.8
CCCSc1nnc2c(n1)OC(c1ccc(Br)s1)Nc1ccccc1-2 (stereo not drawn)	8.2%	.	i	-0.8%	1.2%	1.8%	13.1%	60.8%[activator]	.
NC(=O)c1ccccc1NC(=O)Nc1ccccc1Cl	0.5%	9.4%	i	-24.7%	2.2%	-0.5%	3.8%	-13.4%[11.3 µM]	-2.2
Cc1[nH]c2c(C)cccc2c1CCNS(=O)(=O)c1cccc([N+](=O)[O-])c1	0.1%	-4.4%	i	-2.7%	0.6%	-8.3%	-2.3%	11.6%	-0.2
COc1cc(NC(=O)n2ncc3cc(Cl)ccc32)cc(OC)c1	0.1%	4.0%	i	-18.2%	2.8%	-2.3%	?	18.5%	3.2
C=CCN=C1N[C@@H](c2ccccc2)C(C(=O)OC)=C(C)N1CCOC	0.4%	-1.5%	i	-12.6%	-4.4%	-15.8%	6.0%	-14.4%	1.7
CNC(=S)N1CCC(NC(=O)C(Cc2ccc(F)cc2)NC(C)=O)CC1 (stereo not drawn)	0.2%	6.7%	i	-4.2%	6.6%	-0.9%	3.7%	4.3%[11.3 µM]	-1.6
Cc1noc(Cn2c(=O)c3ccccc3n(CC(=O)Nc3cc(Cl)ccc3C)c2=O)n1	-0.1%	.	.	-17.9%	3.6%	-18.9%	27.5%	.	.
COc1ccc(N2CCN(C(C)C(=O)N3CCCC3)CC2)cc1 (stereo not drawn)	-0.2%	-2.2%	i	7.3%	-2.1%	?	7.1%	-3.4%	-4.1
Cn1c(=O)c2cc(NC(=O)CCc3ccccc3)ccc2n1-c1ccccc1F	1.9%	-2.6%	?	-4.9%	.	?	.	10.4%	0.2
CC1=C(C(=O)OCc2ccc(C)cc2)C(c2ccccc2F)CC(=O)N1 (stereo not drawn)	1.7%	.	i	-37.7%	-17.0%	11.2µM*	?	-16.2%	.
CCOC(=O)c1sc(NC(=O)c2ccc(CC)s2)nc1C	-0.4%	-12.0%	i	1.3%	-0.2%	-5.2%	?	31.6%[activator]	0.0
OCCN(Cc1ccccc1)Cc1cccc(Cl)c1Cl	-0.7%	16.9%	i	-48.9%	-3.2%	?	?	-23.0%	-0.2
COc1ccccc1OCCc1nnc(N)s1	-0.4%	6.4%	i	-3.8%	-18.4%	-27.7%	-1.4%	0.1%	1.0
CC1(C)c2cc(Cl)ccc2-n2c1cc(O)c(-c1ccccc1)c2=O	0.1%	-2.9%	i	-21.7%	-0.1%	-1.5%	-12.4%	2.9%	-4.1
Cc1nc2ccccc2n(CC(=O)Nc2cc(Cl)cc(Cl)c2)c1=O	3.2%	-1.2%	i	-2.0%	0.3%	2.8%	-12.6%	0.8%	-0.3
Cc1ccccc1C(=O)N1CCN(CCNC(=O)C(=O)Nc2ccc(Br)cc2)CC1	-0.5%	-4.2%	i	-53.7%	-5.7%	4.3%	?	-23.8%	-4.2
CC(=O)/C(N=Nc1c(C)n(C)n(-c2ccccc2)c1=O)=C(\C)O	-0.2%	3.5%	i	-3.7%	-17.5%	5.5%	-3.7%	4.1%	0.0
O=C(Cn1cc2c(n1)CCCCC2)NCc1ccccc1	0.7%	12.4%	i	-27.2%	4.6%	-9.5%	-3.7%	-4.2%	0.0
COc1ccccc1N1CC(C(=O)OCC(=O)c2c(N)n(C)c(=O)n(C)c2=O)CC1=O (stereo not drawn)	-2.2%	-0.2%	i	0.7%	.	-4.4%	.	.	-2.3
CNC(=O)c1[nH]cnc1C(=O)Nc1ccccc1OC	3.1%	2.5%	i	-2.9%	-3.0%	?	-5.1%	26.7%	-0.1
COC(=O)C1CCN(CC(=O)Nc2ccc(OC)c(Cl)c2)CC1	-0.4%	-5.5%	i	-4.1%	-2.6%	2.5%	2.6%	.	-2.6
Cc1ccnc(NC2(C(F)(F)F)N=C3SCCN3C2=O)c1 (stereo not drawn)	0.0%	5.3%	i	0.2%	5.2%	0.0%	7.2%	16.8%	-0.6
Nc1ccccc1C(=O)N/N=C1/C2CN3CCN(C2)CC1(Cc1ccccc1)C3	-0.2%	7.2%	i	1.2%	-5.3%	-5.4%	-4.8%	-1.5%	1.3

Entries of single compounds, quoted from the list. Order of screens: Nrf2 ARE act, EPAC2 agonist, S2 tox, HepG2 viability, A549 tox, TGFb SMAD3 inh, Nrf2 block, ATXN2 expr inh, IL2 activator
Results for `Cc1[nH]c2c(C)cccc2c1CCNS(=O)(=O)c1cccc([N+](=O)[O-])c1` = 0.1%, -4.4%, i, -2.7%, 0.6%, -8.3%, -2.3%, 11.6%, -0.2
Results for `CNC(=O)c1[nH]cnc1C(=O)Nc1ccccc1OC` = 3.1%, 2.5%, i, -2.9%, -3.0%, ?, -5.1%, 26.7%, -0.1

(more compounds)
Molecule	Nrf2 ARE act	EPAC2 agonist	S2 tox	HepG2 viability	A549 tox	TGFb SMAD3 inh	Nrf2 block	ATXN2 expr inh	IL2 activator
O=C(CSc1nc(-c2ccc(F)cc2)cs1)N1CCc2ccccc21	0.2%	0.2%	i	3.1%	-3.0%	0.0%	.	-16.8%	-1.5
COc1ccc(-c2cc3nc(C)c(CCC(=O)N4CCN(c5ccccc5)CC4)c(C)n3n2)c(OC)c1	-0.2%	.	i	0.6%	-6.7%	0.3%	11.5%	-0.5%	.
CC1(c2ccc3c(c2)OCCO3)NC(=O)N(CC(=O)Nc2c(F)cccc2F)C1=O (stereo not drawn)	-0.1%	9.5%	i	4.1%	-9.3%	8.2%	1.4%	6.9%	-0.3
Cc1ccc(N2C(N)=C(C#N)C3(C(=O)N(C)c4ccccc43)C3=C2CC(C)(C)CC3=O)cc1Cl (stereo not drawn)	0.5%	-0.4%	i	10.0%	-8.6%	13.8%	0.5%	-7.6%	0.8
COc1ccc(-c2c3c(=O)n(C)c(=O)n(C)c3cn2Cc2cccnc2)cc1	3.7%	7.2%	i	-2.6%	-6.0%	-9.6%	?	24.4%	0.1
Cc1ccc(C(=O)C(C)OC(=O)Cc2n[nH]c(=O)c3ccccc23)cc1C (stereo not drawn)	-0.8%	-1.1%	i	0.0%	2.5%	2.4%	-17.0%	1.7%	-0.5
O=C(NNS(=O)(=O)c1ccccc1)C1CCCCC1	0.3%	5.8%	i	6.5%	2.8%	14.0%	-12.4%	-3.6%	-0.5
O=C(O)CC(c1ccccc1)c1ccccc1	-0.1%	3.8%	i	11.6%	3.6%	-3.4%	.	1.6%	-1.9
Cc1cccc(C)c1NC(=O)CN(C)C(=O)CN1C(=O)NC2(CCCC2)C1=O	-0.3%	3.9%	i	-4.7%	-5.5%	0.0%	7.0%	-6.6%	-2.3
CCC(=O)Nc1ccc(S(=O)(=O)N2CCCCC2)cc1OC	-0.1%	4.8%	i	-0.7%	16.6%	-10.2%	4.1%	-0.2%	-0.8
CCNc1nc(Oc2ccc(=O)[nH]n2)nc(N2CCOCC2)n1	0.4%	10.9%	i	-7.9%	3.1%	1.2%	-23.8%	-0.3%	0.6
Cn1c(=O)c(=O)n(C)c2cc(S(=O)(=O)N3CCCC3C(=O)Nc3ccc(F)cc3)ccc21 (stereo not drawn)	-0.6%&0.8%	2.3%	i	-1.0%&-12.0%	-11.1%&-1.2%	3.3%&28.7%	-23.1%&-3.7%	7.7%&13.4%	-0.5
Oc1c(Br)cc(/C=N/Nc2nncc3ccccc23)cc1Br	4.4%	-7.1%	i	-18.0%	-13.5%	-2.9%	?	-3.4%	0.1
COc1ccc(C(=O)N2CC(c3ccccc3)CC2=O)cc1 (stereo not drawn)	3.2%	3.4%	i	-4.3%	0.5%	15.4%	-0.5%	-7.1%	-0.2
COC(=O)c1cc2sccc2n1CC(=O)Nc1ccc(OC)c(OC)c1	3.9%	.	i	5.7%	3.6%	26.0%	4.6%	13.6%	.
CCOC(=O)Cn1c(=O)c2c(nc3n2CCCCN3c2ccc(C)cc2)n(C)c1=O	0.1%	-4.3%	i	-18.8%	1.4%	0.0%	?	-10.2%	-2.9
COc1ccc(NC(=O)CSc2nnc(Cc3ccc(C)cc3)c(=O)n2N)cc1OC	-0.3%	1.0%	?	2.6%	-3.2%	19.7%	-9.8%	14.2%	-2.6
CC(=O)NCCC(=O)Nc1ccc(C(N)=O)cc1	-0.6%	6.2%	i	-6.1%	-2.8%	3.6%	1.2%	-9.5%	-0.3
Cc1noc(/C=C/c2ccco2)c1S(=O)(=O)N1CCC(C(=O)NCc2ccco2)CC1	9.0%	-1.0%	i	-19.8%	1.2%	-17.0%	?	3.4%	-1.8
COc1ccc(Nc2ccc([N+](=O)[O-])cc2[N+](=O)[O-])cc1	2.0%	23.5%	i	-2.6%	-13.1%	-25.2%	-8.2%	-22.6%	-0.2
NNC(=O)Cn1c(SCc2ccccc2)nc2ccccc21	2.0%	1.1%	i	2.6%&-6.8%	-9.0%&3.8%	-4.2%&-10.6%	-10.0%	-0.4%	-0.6
Cc1ccc(CN2CCSCC2)cc1	-0.7%	3.2%	.	23.6%	-1.3%	9.9%	-3.0%	.	-0.5
NS(=O)(=O)c1ccc(CCNc2ncnc3c2c(-c2ccccc2)cn3-c2ccc(F)cc2)cc1	-0.1%	15.7%	i	-19.6%	-29.1%	?	?	?	-0.5
